TRHR ag = qHTS for Small Molecule Agonists and Allosteric Enhancers of Human TRH Receptor: Primary Screen for Agonists; TRHR cells, calcium flux fluo-8, FDSS agonist mode; activation, % at 2 µM; 360,000 tested, 0.18% active; in the data active = activation above about 30%; note: 0% is about no effect
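Agonist-mode FDSS calcium read (Ex 480/Em 530, 1 s cycles) in 1536-well TRHR cells with fluo-8 dye, after 10-cycle baseline and 23 nL compound addition; TRH at EC20 (10 nM final) added afterwards for the enhancer phase.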
Pol beta inh = qHTS Assay for Inhibitors of DNA Polymerase Beta. Pol beta primer extension/strand displacement, fluorescence kinetic. Potency, µM (doses to about 114 µM), for the others: top-dose activity change, negative = inhibition, most hits filed as inhibitors. 340,000 tested, 1.3% active. AID 485314, 2010; note: potency is the fitted concentration of half-maximal effect; % is set by controls: 0 for no effect and ±100 for the full control effect
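Preincubation: enzyme (10 nM) with compound, 15 min, RT. Reaction: substrate added to 50 nM final. Reads: 0 and 10 min. Analysis: normalized, Hill fit.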
POLK inh = qHTS for Inhibitors of Polymerase Kappa; 400,000 tested, 0.53% active; AID 588579, 2011; Potency, µM (top dose mostly 107 µM), inactives show at the top dose activity, negative = inhibition, hits mostly inhibitors; purified Pol kappa, fluorescent DNA synthesis assay, 10 min; DNA polymerase kappa (Homo sapiens), Q9UBT6; note: potency is the fitted concentration of half-maximal effect; % is set by controls: 0 for no effect and ±100 for the full control effect
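10 nM Pol kappa was preincubated with compounds for 15 min at room temperature. Reaction started with 50 nM (final) substrate. Fluorescence read kinetically at 0 and 10 min.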
12-LOX inh = Primary qHTS assay for inhibitors of human arachidonate 12S-lipoxygenase (ALOX12): Round 2 | Polyunsaturated fatty acid lipoxygenase ALOX12 (Homo sapiens), P18054 | purified 12hLO, xylenol orange hydroperoxide absorbance | Potency, µM (top dose mostly 108 µM), for inactives: at the top dose activity change, negative = inhibition, hits mostly inhibitors | 580,000 tested, 1.1% active; note: potency is the fitted concentration of half-maximal effect; % is set by controls: 0 for no effect and ±100 for the full control effect
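Purified human 12hLO (150 nM final) in 25 mM Hepes, 0.01% Triton X-100, pH 7.0 was preincubated 15 min at room temperature with compound. Then 40 uM arachidonic acid was added, 30 min. Hydroperoxide was read by Fe-XO absorbance ratio 573/405 nm.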
Anesthetic bind = qHTS Assay for Identification of Novel General Anesthetics. Ferritin light chain (Equus caballus), P02791. apoferritin/1-aminoanthracene competitive binding, fluorescence. Potency, µM (titrated, usually from 77.5 µM), inactives show top-dose activity change, negative = displacement, actives largely listed as inhibitors. 350,000 tested, 0.074% active. AID 485281, 2010; note: potency is the fitted concentration of half-maximal effect; % is set by controls: 0 for no effect and ±100 for the full control effect; nearly all actives have a fitted effect of over 20% in size
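In PBS, apoferritin at 10 uM is loaded with 1-AMA from a 50% saturated solution. After 10 min of compound exposure at ambient temperature, reduced 535 nm fluorescence indicates probe displacement.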
ERG Ets-DNA blk = qHTS for Small Molecule Inhibitors of the ERG Ets/DNA interaction; fluorescence polarization, His-ERG Ets domain / labelled DNA; Potency, µM (titrated, usually from 76.9 µM), without a hit: at the top dose FP activity, negative = inhibition, actives largely listed as inhibitors; Transcriptional regulator ERG (Homo sapiens), P11308; 370,000 tested, 0.028% active; active = well fitted inhibition curve with a large enough effect in the polarisation, with a control signal flat; inconclusive = small, poorly fitted or top-dose-only effect, or effect the other way, or a change in a side signal; inactive = no such curve, though single readings can be large or run the other way; the % refers to the polarisation;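 note: polarization taken with two DNA probes labelled with fluorescein and Texas red; potency is the fitted concentration of half-maximal effect; % of control where 0% means no effect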
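His-tagged ERG Ets domain (1 uM in the protein solution; 300mM KCl, 50mM Tris-HCl, 1mM EDTA, 1mM DTT, pH 7.5) received compound, then a probe mix of 5 nM fluorescein-DNA and 100nM Texas-615-DNA. Fluorescence polarization was read for both dyes.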
BLM inh = qHTS Assay for Inhibitors of Bloom's syndrome helicase (BLM); RecQ-like DNA helicase BLM (Homo sapiens), P54132; recombinant BLM DNA unwinding, fluorescence dequenching; Potency, µM (titrated, usually from 56.1 µM), without a hit: top-dose activity change, negative = inhibition, usual class: inhibitors; 350,000 tested, 0.2% active;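 note: potency is the fitted concentration of half-maximal effect; plate controls were vehicle for no effect and no enzyme for full effect; nearly all actives have a fitted effect of over 35% in size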
Target sequence (P54132 whole entry, looked up): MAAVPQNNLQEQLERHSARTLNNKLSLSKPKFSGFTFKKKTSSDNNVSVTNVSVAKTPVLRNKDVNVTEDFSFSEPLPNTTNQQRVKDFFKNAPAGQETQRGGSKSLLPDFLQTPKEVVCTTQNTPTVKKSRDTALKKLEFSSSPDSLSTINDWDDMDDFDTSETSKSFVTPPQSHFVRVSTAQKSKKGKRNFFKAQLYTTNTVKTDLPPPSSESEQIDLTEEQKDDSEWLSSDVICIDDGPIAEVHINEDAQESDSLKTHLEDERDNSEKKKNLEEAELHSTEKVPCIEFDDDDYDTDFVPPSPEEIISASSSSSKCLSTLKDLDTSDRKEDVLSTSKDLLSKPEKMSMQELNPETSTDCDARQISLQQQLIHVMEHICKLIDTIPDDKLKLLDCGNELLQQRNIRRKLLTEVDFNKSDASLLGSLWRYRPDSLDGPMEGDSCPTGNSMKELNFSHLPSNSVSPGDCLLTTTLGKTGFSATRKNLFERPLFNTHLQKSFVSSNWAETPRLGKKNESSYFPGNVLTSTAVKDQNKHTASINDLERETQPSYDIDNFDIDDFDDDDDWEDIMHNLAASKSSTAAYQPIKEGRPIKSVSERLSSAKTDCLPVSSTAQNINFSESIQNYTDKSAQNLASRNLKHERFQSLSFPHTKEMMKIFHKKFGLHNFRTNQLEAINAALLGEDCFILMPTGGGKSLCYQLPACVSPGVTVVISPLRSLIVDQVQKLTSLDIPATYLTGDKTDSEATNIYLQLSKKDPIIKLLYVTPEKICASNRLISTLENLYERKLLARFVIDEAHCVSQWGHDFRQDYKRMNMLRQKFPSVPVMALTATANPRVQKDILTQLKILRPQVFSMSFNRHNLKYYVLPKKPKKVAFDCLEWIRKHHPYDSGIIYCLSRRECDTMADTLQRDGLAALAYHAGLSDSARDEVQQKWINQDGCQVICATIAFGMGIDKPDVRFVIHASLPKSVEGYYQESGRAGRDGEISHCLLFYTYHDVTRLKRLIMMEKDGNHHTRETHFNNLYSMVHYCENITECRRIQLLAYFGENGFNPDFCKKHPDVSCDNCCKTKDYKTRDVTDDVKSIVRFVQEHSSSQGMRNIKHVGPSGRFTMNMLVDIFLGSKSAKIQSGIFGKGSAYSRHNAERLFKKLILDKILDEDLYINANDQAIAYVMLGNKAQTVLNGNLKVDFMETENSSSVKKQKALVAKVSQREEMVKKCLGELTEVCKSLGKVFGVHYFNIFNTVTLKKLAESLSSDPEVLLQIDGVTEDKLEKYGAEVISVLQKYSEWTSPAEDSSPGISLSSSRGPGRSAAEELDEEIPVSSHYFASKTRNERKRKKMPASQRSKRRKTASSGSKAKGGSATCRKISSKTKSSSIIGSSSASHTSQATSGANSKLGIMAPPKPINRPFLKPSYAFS
Pol iota inh = qHTS for Inhibitors of Polymerase Iota | DNA polymerase iota (Homo sapiens), Q9UNA4 | Pol iota fluorescent replication assay, 10 min | Potency, µM (series often up to 115 µM), without a hit: top-dose activity, negative = inhibition, actives largely listed as inhibitors | 390,000 tested, 1% active | AID 588590, 2011; note: potency is the fitted concentration of half-maximal effect
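Fluorescent replication assay read twice, at 0 min and 10 min after adding 50 nM (final) substrate. Enzyme (10 nM) and compounds were first incubated 15 min at room temperature; enzyme-free buffer wells were negative controls.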
APE1 inh = qHTS Assay for Inhibitors of the Human Apurinic/apyrimidinic Endonuclease 1 (APE1). DNA repair nuclease/redox regulator APEX1 (Homo sapiens), P27695. recombinant APE1, TAMRA/BHQ-2 abasic DNA cleavage fluorescence. Potency, µM (doses to about 65.8 µM), for the others: at the top dose activity change, negative = inhibition, most hits filed as inhibitors. 350,000 tested, 0.35% active. AID 2517, 2012;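 note: potency is the fitted concentration of half-maximal effect; plate controls were vehicle for no effect and reference inhibitor for full effect; nearly all actives have a fitted effect of over 55% in size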
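Kinetic fluorescence read (525 ex/598 em nm, three reads 60 s apart) of AP-site incision; signal = third minus first read. Enzyme 0.75 nM, dual-labelled THF duplex 50 nM, compound preincubation 15 min RT.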
* hit, by the source's call; ? = inconclusive; nt = no result given; & = joins results of further samples; [ ] = another dose, or the depositor's remark. Unless noted, calls come from the whole dose curve; as a rule, active = well fitted curve in the direction sought with a large enough effect; inconclusive = small, poorly fitted or top-dose-only effect, or another doubt; inactive = no such curve, though single readings can be large; an effect the other way counts as inactive or inconclusive. The list is partial (hit frequency here may not be typical).

SMILES	TRHR ag	Pol beta inh	POLK inh	12-LOX inh	Anesthetic bind	ERG Ets-DNA blk	BLM inh	Pol iota inh	APE1 inh
CCc1ccccc1NC(=O)c1ccc2c(O)c(S(=O)(=O)c3ccccc3)c(=O)[nH]c2c1	0.2	20%	7%	?	-3%	3%	-5%	?	nt
CCOC(=O)/C(=N\Nc1ccc(Cl)cc1)Sc1nnc(-c2ccc(OC)cc2)n1C	-0.6	-4%	-15%	?	-11%	-14%	6%	?	21%
Clc1ccccc1OCCCCN1CCCCC1	0.9	44%	-19%	?	3%	-8%	1%	15%	-8%
Cc1ccc(CCNC(=O)CN2C(=O)COc3ccc(S(=O)(=O)N4CCOCC4)cc32)cc1	-1.1	46%	0%	-22%	-3%	-2%	2%	8%	-1%
COc1ccccc1CCNS(=O)(=O)c1ccc(N2CCCCS2(=O)=O)cc1	-0.1	-14%	-3%[60.1 µM]	-22%	10%	3%	-2%	15%	nt
Cc1ccc(NS(=O)(=O)c2ccc(NC(=O)c3ccccc3C(=O)O)cc2)cc1C	nt	nt	-22%	?	nt	?	nt	-1%	nt
O=C1CC(c2ccccc2)Sc2ccccc2N1Cc1ccccc1F (configuration not stated)	0.5	21%	-9%	0%	42%[activator]	-1%	-9%	32%[activator]	nt
CN(C)CCNc1oc(-c2ccc(COc3ccc(Cl)cc3)o2)nc1C#N	1.5	-28%	-2%	?	?	-2%	1%	14%	nt
COc1ccc(C2=Nn3c(nnc3-c3ccccc3C(F)(F)F)SC2)cc1OC1CCOC1 (configuration not stated)	nt	nt	?	-1%	nt	nt	nt	-7%	27%&8%
COc1cccc(/C=C2\SC(=S)N(CCCC(=O)N(CCO)c3ccccc3)C2=O)c1	1.1	18%	-22%	-5%	?	18%	-12%	0%	-3%
CCCOc1ccc(/C=N/NC(=O)C(=O)Nc2ccccn2)cc1	1.4	-6%	-7%	0%	-7%	-3%	-16%	18%	4%
Cc1ccc(C(C)NC(=O)C2CCCO2)cc1C (configuration not stated)	-0.3	-1%	-24%	-1%	-16%	1%	0%	-16%[58.9 µM]	2%
COc1ccc(Cn2ccc3nc(C)c(C(=O)N4CCN(c5ccccc5F)CC4)cc3c2=O)cc1	-0.1	9%	-7%	0%	-22%	9%	-4%	2%	nt
CC(C)Cn1c(N)c(C(=O)CSc2nnc(-c3ccco3)n2C)c(=O)n(C)c1=O	0.3	nt	10%	2%	nt	7%	nt	-10%	-16%
CCOC(=O)c1[nH]c2ccccc2c1NC(C)=O	1.0	80%	-5%	12%[57.4 µM]	-1%	2%	1%	-2%	-3%
O=C(CSC1=NCCS1)N1CCN(c2ccccc2)CC1	-1.0	18%	-7%	2%	11%	4%	-15%	11%	-5%
CCCCC(=O)Nc1ccc2nc(SCC(=O)N3CCc4ccccc43)sc2c1	-0.1	33%	0%	-10%	1%	1%	3%	3%	nt
COC(=O)c1ccc(NC(=S)NC(=O)c2cc(-c3ccccc3)nc3ccccc23)cc1	1.4	-9%	-19%	?	-8%	-1%	-5%	62%[activator]	1%
N#Cc1cccc(NC(=O)N2CC[C@@]3(CCCN(C(=O)c4csnn4)C3)C2)c1	nt	nt	0%[60.1 µM]	-10%[57.4 µM]	nt	nt	2%	nt	3%
O=C(NCc1cccnc1)C(=O)NCC(c1ccco1)N1CCN(c2ccccc2F)CC1 (configuration not stated)	-0.7	-11%	1%	-5%	-1%	-10%	4%	35%[activator]	1%

Overlap with the part before: five compounds; new compounds follow.
SMILES	TRHR ag	Pol beta inh	POLK inh	12-LOX inh	Anesthetic bind	ERG Ets-DNA blk	BLM inh	Pol iota inh	APE1 inh
O=C(CSC1=NCCS1)N1CCN(c2ccccc2)CC1	-1.0	18%	-7%	2%	11%	4%	-15%	11%	-5%
CCCCC(=O)Nc1ccc2nc(SCC(=O)N3CCc4ccccc43)sc2c1	-0.1	33%	0%	-10%	1%	1%	3%	3%	nt
COC(=O)c1ccc(NC(=S)NC(=O)c2cc(-c3ccccc3)nc3ccccc23)cc1	1.4	-9%	-19%	?	-8%	-1%	-5%	62%[activator]	1%
N#Cc1cccc(NC(=O)N2CC[C@@]3(CCCN(C(=O)c4csnn4)C3)C2)c1	nt	nt	0%[60.1 µM]	-10%[57.4 µM]	nt	nt	2%	nt	3%
O=C(NCc1cccnc1)C(=O)NCC(c1ccco1)N1CCN(c2ccccc2F)CC1 (configuration not stated)	-0.7	-11%	1%	-5%	-1%	-10%	4%	35%[activator]	1%
Cc1ccc2nc(C)c(C)nc2c1N	-0.1	1%	0%	0%	1%	5%	-2%	32%[activator]	2%
CC(C)C(NC(=O)c1ccccc1)C(=O)OCc1cc([N+](=O)[O-])cc2c1OCOC2 (configuration not stated)	0.0	12%	-7%	-18%	-7%	5%	1%	-8%	-8%
O=C(CSc1cn(CC(=O)N2CCCC2)c2ccccc12)Nc1ccc(Cl)cc1	0.4	20%	4%	-13%	-5%	0%	0%	7%	nt
COc1cc(/C=C/c2ccc(O)cc2)cc(OC)c1	-0.7	-27%	-1%	?	-15%	11%	-9%	-8%	-7%
O=C1c2ccccc2C(=O)N1CCCc1nc(-c2ccc(Cl)cc2)no1	0.8	32%	-12%	26%	-3%	-8%	2%	-6%	0%
CSc1oc(-c2ccc(F)cc2)nc1S(=O)(=O)c1ccccc1	0.2	-14%	-5%	nt	1%	nt	3%	4%	-1%
CCOC(=O)c1c(C)[nH]c(C(=O)OCC(=O)Nc2sc(C(=O)N(C)C)c(C)c2C(=O)OCC)c1C	0.3	nt	-3%	4%	nt	9%	nt	42%[activator]	-13%
c1ccc(Nc2c(-c3ccccc3)nc3ncccn23)cc1	-1.0	2%	-11%	-9%	-1%	2%	0%	6%	nt
COc1ccccc1N1CCN(C(=O)c2cc(-c3cccs3)on2)CC1	0.1	3%	-6%	-15%	-1%	6%	-1%	2%	30%
Cc1cc(C(=O)NCc2cccs2)ccc1[N+](=O)[O-]	0.3	-1%	1%	3%	-5%	nt	5%	33%[activator]	2%
COc1ccc(-n2nc3c(N4CCC(C(=O)NCc5cccc(C)c5)CC4)nnc(C)c3c2C)cc1	1.2	?	-19%	-5%	-16%	2%	7%	?	-11%
COc1ccc(CNc2ncncc2-c2ccc3c(c2)OCO3)c(OC)c1	nt	nt	-2%[60.1 µM]	-7%	-16%	nt	-4%	nt	-6%
COc1cc(/C=C(/C#N)C(=O)Nc2ccc(C)cc2)ccc1Oc1nc(Cl)ncc1F	-0.9	21%	-7%	-25%	-17%	nt	-9%	-4%	-2%
O=C(Nc1ccc(F)cc1)c1ccc(C(=O)N2CCCC(O)C2)cc1 (configuration not stated)	-0.2	nt	0%	1%	nt	5%	nt	2%	-8%
CCOc1ccccc1C(c1c(C)n(C)n(-c2ccccc2)c1=O)c1c(C)n(C)n(-c2ccccc2)c1=O	-0.2	28%	-9%	0%	-6%	1%	-3%	-18%	21%
CC[C@]12c3[nH]c4cc(CCC(=O)N(C)C)ccc4c3CCN1C(=O)[C@@H](CC(=O)NCCCN(C)C)C[C@@H]2C(=O)N1CCN(C(=O)C2CC2)CC1	nt	nt	-7%	5%	nt	10%	nt	11%	2%
CCN(CC(=O)Nc1ccc(NC(C)=O)cc1)C(=O)COc1ccccc1Cc1ccccc1	-0.2	-17%	-25%	-1%	-18%	0%	-5%	1%	-2%
COc1ccc(-c2cc(C(=O)Nc3ccc4c(c3)OCO4)no2)cc1	1.0&0.7	-9%&2%	1%&-7%	-5%&-4%	7%&-6%	-1%&-1%	-4%&-5%	129%&23%[activator]	52%[activator]
O=C(O)c1ccc(N/N=C/c2ccc3nccnc3c2)cc1	0.5	-13%	-15%	-26%	0%	-1%	-4%	-7%	?
CN(C)c1nc(NCc2ccccc2)nc(N/N=C/c2ccc(Br)cc2)n1	-0.3	1%	-2%	13%	-7%	7%	1%	15%	-7%
COc1nnc(-c2ccc(C)c(S(N)(=O)=O)c2)c2ccccc12	0.5	0%	5%	-26%	-5%	-9%	2%	6%	16%
CCN=C1S/C(=C\c2cc(Cl)c(OC)c(OC)c2)C(=O)N1CC	0.3	19%	-3%	1%	-4%	3%	-2%	?	0%
CCOc1ccc(C(=O)NCC(=O)N2CCN(c3ccc(C(F)(F)F)cn3)CC2)cc1	1.0	nt	-3%	20%	nt	6%	nt	32%[activator]	39%
O=C(O)c1ccc(-n2cccc2/C=C2/SC(=O)N(CC(=O)N3CCCC3)C2=O)cc1	0.2	2µM*	7.1µM*	-12%	-15%	11%	-6%	3.5µM*	3.4µM*
O=C(NOCc1ccccc1)c1ccccc1	0.1	nt	4%	-6%	nt	-5%	nt	33%[activator]	-9%&6%
Cc1ccc(-c2nnn(CC(=O)N(CC(=O)NC3CCCCC3)c3cccc(F)c3)n2)o1	-1.8	2%	-4%	8%	-21%	7%	-1%	113%[activator]	95%[activator]
CCOC(=O)C1CCN(Cc2c(O)c3ccccc3oc2=O)CC1	-0.6	-5%	-27%	-4%	-1%	-7%	-4%	8%	-2%
O=Cc1cc2ccccc2nc1SCc1ccc(Cl)c(Cl)c1	-1.1	-3%	-8%	357%[activator]	-7%	0%	-5%	10%	1%

Screens as filed in PubChem.
